M5 PAM: potentiates acetylcholine response at human M5 receptor; CHO-K1 hM5, Fluo-8 calcium, ACh EC20 PAM; 0% = ACh EC20, 100% = ACh EC100; AID 624038; 0.3% of 360,000 active; activation, % at 3 µM; P08912;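 active = activation above the run cutoff, the mean activation of all test compounds plus 3 SD, cut at about 18% in these data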
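Probe or stimulus: acetylcholine, EC20 level; Assay system: human M5 receptor in CHO-K1 cells; Schedule: compound preincubation 140 s before EC20 acetylcholine addition; Technique: intracellular calcium via Fluo-8 fluorescence; Dosing: single-point, 3 µM nominal; Read-out basis: percent activation from peak-over-basal fluorescence ratio, scaled EC20-to-EC100 acetylcholine; Repeats: one well per compound, no replicates.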
CRFR2-BP antag: blocks CRF-induced signaling of the CRF-BP/CRF-R2 complex. HEK293 CRF-R2/CRF-BP, CRF-induced calcium fluorescence. inhibition, % at 11.8 µM. 0.59% of 350,000 active;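 active = inhibition of the ligand-induced calcium signal above about 50% at the single tested concentration, limit read from the data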
M5 ag: CHRM5 agonism in calcium assay | P08912 | CHO-K1 hM5 cells, Fluo-8 calcium fluorescence; 0% DMSO wells, 100% maximal acetylcholine response | activation, % at 3 µM | 0.19% of 360,000 active | AID 624037;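 active = activation above the run's mean over test compounds plus 3 SD, cut at about 23% in these data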;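 note: signal is peak over basal fluorescence ratio across the kinetic read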
TAAR1 antagonist: antagonists of human TAAR1 | 1.5% of 360,000 active | inhibition, % at 3 µM | CHO RD-HGA16 TAAR1, Fluo-8 calcium fluorescence, antagonist;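 active = inhibition above a per-plate cutoff, the mean inhibition of test compounds on that plate plus 3 SD, cut at about 49% in these data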;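 note: 0% = DMSO plus EC80 beta-PEA response and 100% = DMSO alone without agonist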
Target sequence (Q96RJ0 whole entry, looked up): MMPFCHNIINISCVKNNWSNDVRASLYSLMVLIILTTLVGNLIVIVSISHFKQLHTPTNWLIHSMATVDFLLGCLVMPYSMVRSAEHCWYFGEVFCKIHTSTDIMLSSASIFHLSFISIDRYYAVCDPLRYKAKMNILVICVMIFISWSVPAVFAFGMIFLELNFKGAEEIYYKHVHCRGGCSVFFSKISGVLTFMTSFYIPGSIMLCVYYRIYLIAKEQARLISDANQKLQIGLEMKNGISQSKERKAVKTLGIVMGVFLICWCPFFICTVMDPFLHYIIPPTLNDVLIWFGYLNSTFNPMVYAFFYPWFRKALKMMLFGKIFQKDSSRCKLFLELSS
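Test system: CHO RD-HGA16 cells bearing hTAAR1 | Reagent: β-PEA, EC80 | Compound dosing: 3 µM, single point | Schedule: Dye loading 75 min at 37 °C, then 30 min room temperature | Signal: Calcium fluorescence with Fluo-8 | Evaluation: Percent inhibition of PEA-evoked calcium signal, max/basal emission ratio | Control set: DMSO-only wells and EC80 β-PEA-stimulated wells | Repeats: Singlicate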
CRFBP-R2 agonist: CRF-BP/CRF-R2 complex agonism; HEK293 CRF-R2/CRF-BP, calcium dye fluorescence (FLIPR); percent of saturating CRF peptide response; activation, % at 13.2 µM; 0.46% of 350,000 active;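 active = activation of at least 50%, plus an integration ratio under a set limit after plate pattern correction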;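 note: plate controls were neutral control wells without compound for no effect and CRF at EC100 for full effect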
M1 PAM parental: counter-screen for M1 PAMs: effect in parental CHO-K1 cells | 0.02% of 360,000 active | ATP EC20, Fluo-8 calcium fluorescence; 0% at ATP EC20, 100% at ATP max | activation, % at 3 µM | AID 602247;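 active = activation above the run cutoff, the mean activation of all test compounds plus 3 SD, cut at about 40% in these data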;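 note: peak over basal fluorescence ratio in a 140 s read after ATP addition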
M4 PAM: potentiates acetylcholine response at human M4 receptor; P08173; CHO-K1 hM4/Gqi5, Fluo-8 calcium fluorescence, ACh EC20; 0% = ACh EC20, 100% = maximal ACh; activation, % at 3 µM; 0.4% of 360,000 active; AID 624126;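 active = activation above its plate's cutoff, the mean activation of sample wells plus 3 SD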; note: some results filed as inactive read as strong as hits
Target sequence (P08173 whole entry, looked up): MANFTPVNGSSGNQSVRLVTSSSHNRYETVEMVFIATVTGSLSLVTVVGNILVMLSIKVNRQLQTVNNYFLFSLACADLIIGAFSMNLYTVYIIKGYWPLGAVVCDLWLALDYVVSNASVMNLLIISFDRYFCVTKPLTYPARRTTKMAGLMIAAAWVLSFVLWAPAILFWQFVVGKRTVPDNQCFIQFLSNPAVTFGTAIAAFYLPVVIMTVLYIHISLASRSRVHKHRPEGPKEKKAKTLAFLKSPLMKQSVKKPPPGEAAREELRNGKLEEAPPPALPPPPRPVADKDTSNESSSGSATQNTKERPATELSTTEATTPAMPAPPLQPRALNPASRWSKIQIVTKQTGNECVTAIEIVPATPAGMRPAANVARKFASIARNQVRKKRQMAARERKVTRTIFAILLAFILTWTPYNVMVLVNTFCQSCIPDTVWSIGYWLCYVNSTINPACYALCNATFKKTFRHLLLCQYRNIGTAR
TAAR1 ag: agonists of human TAAR1; activation, % at 3 µM; 0.99% of 360,000 active; CHO RD-HGA16 TAAR1, Fluo-8 calcium fluorescence; vehicle wells 0%, saturating PEA agonist 100%; Q96RJ0; AID 624467;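 active = activation above the mean activation of all test compounds in the run plus 3 SD, cut at about 38% in these data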
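Test system: RD-HGA16 (CHO) cells co-expressing Gα16 and hTAAR1 / Benchmarks: DMSO vehicle as 0%, PEA at EC100 as 100% / Repeats: no replicates (n 1) / Measure: % activation from peak over basal fluorescence ratio, DMSO-to-PEA scaled / Timing: 17-24 h plating, Fluo-8 75 min 37 °C, 30 min RT / Technique: kinetic Fluo-8 calcium fluorescence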
CHRM5 antagonist: antagonists of human muscarinic M5 receptor (CHRM5); CHO-hM5 cells, Fluo-8 calcium fluorescence, ACh EC80; inhibition, % at 3 µM; 0.59% of 360,000 active; P08912;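 active = inhibition above a per-plate cutoff, the mean of that plate's test compounds plus 3 SD, cut at about 27% in these data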;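 note: 0% = acetylcholine EC80 with DMSO and 100% = DMSO without agonist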
The depositor's hits bear a star; . = no result given.

SMILES	M5 PAM	CRFR2-BP antag	M5 ag	TAAR1 antagonist	CRFBP-R2 agonist	M1 PAM parental	M4 PAM	TAAR1 ag	CHRM5 antagonist
CN(C)C(CNC(=O)c1c(F)cccc1Cl)c1ccco1 (stereo not drawn)	4.8	14.6	-4.7	-9.6	2.5	19.4	4.6	4.9	1.0
CC1=C(C(=O)OCc2ccccc2)C(c2cccc([N+](=O)[O-])c2)NC(=O)N1 (stereo not drawn)	-8.4	-31.8	0.1	-2.2	-0.1	6.7	-5.4	8.6	-5.5
COc1cc(-c2ccc(N3C(c4ccsc4)=Cc4ccc(F)cc4C3c3c[nH]c4ccc(C#N)cc34)cc2)cc(OC)c1OC (stereo not drawn)	-8.4	.	1.8	7.0	.	11.9	5.3	2.2	-0.6
CC(C)c1nc2n[nH]c(N)c2c2c1CCC2	-1.1	-30.9	-3.1	-3.8	3.1	23.4	8.4	6.5	-2.2
O=S(=O)(c1ccccc1)N(CC(O)COc1ccccc1)c1ccccc1 (stereo not drawn)	-1.3	-0.3	0.2	14.1	-0.4	-13.7	-12.2	-1.8	6.1
CC1CCN(C(=O)COC(=O)c2cc(Cl)c3c(c2)OCO3)CC1	-21.8	1.7	-8.2	14.2	-3.7	3.9	1.3	2.8	11.1
CCN1CCN(CC(O)COCCOc2ccc(Br)cc2)CC1 (stereo not drawn)	7.2	14.6	-5.2	-21.8	-2.5	26.0	4.0	1.0	-4.2
CCCc1cc(=O)[nH]c(SCC(=O)N(C)C2CCS(=O)(=O)C2)n1 (stereo not drawn)	2.0	9.3	-1.8	4.8	-0.4	-2.9	-2.6	2.2	2.7
O=C(CSc1ccccn1)Nc1cccc(S(=O)(=O)N2CCCC2)c1	-4.0	4.9	3.6	9.2	-3.5	15.5	5.3	1.8	5.3
COCCCNC(=O)CNC(=O)c1nn(-c2ccc(OC)cc2OC)c(=O)c2ccccc12	3.3	8.2	0.4	-5.7	0.3	14.8	7.5	19.3	-3.5
CC(=O)c1cc(C#N)c(SCCC(C)C)nc1C	-11.9	-3.5	-2.2	.	0.9	5.8	-2.9	.	3.9
Cn1cc(C(=O)N/N=C/c2cccc([N+](=O)[O-])c2)c2ccccc21	-12.8	-1.5	-1.9	9.6	-1.6	13.9	-3.9	0.8	22.8
CCOC(=O)[C@H]1[C@H]2COc3ccc(Br)cc3[C@@H]2N2C(=O)N(c3ccc(F)cc3)C(=O)[C@@]12C	-9.8	-8.2	2.5	13.8	2.2	2.2	-6.1	-1.3	1.0
CCOC(=O)Cn1c2ccc(C)cc2c2nc(C)sc21	4.9	-2.0	-4.9	-13.7	-0.3	3.5	0.8	-1.8	0.1
c1cncc(-c2noc(-c3ccco3)n2)c1	-4.5	9.1	-4.0	19.8	0.0	-2.9	0.4	-2.6	7.6
Cc1cc(C)n(-c2ccc(NC(=O)C3CCCCN3C(=O)c3cc(C)oc3C)cc2)n1 (stereo not drawn)	0.7	24.0	-0.6	0.6	-0.4	-6.0	0.3	2.4	-0.2
Cc1cc(SCC(=O)Nc2cccc(S(=O)(=O)N3CCOCC3)c2)nc2ccccc12	3.6	2.5	-2.6	-9.4	0.9	-1.7	-10.6	5.4	-4.3
CCOC(=O)N1CCC(NC(=O)c2cc3c(-c4cccc(OC)c4)nn(C)c3s2)CC1	10.0	-9.9	-5.7	13.7	-0.2	13.3	18.5*	14.0	-8.1
CCC(NS(=O)(=O)c1cccs1)c1ccc(C)cc1 (stereo not drawn)	3.9	7.9	-5.4	-6.4	-0.8	11.8	-2.0	4.1	9.2
O=C(O)/C=C\C(=O)Nc1ccccc1N1CCN(c2ccccc2)CC1	-5.1	-5.4	-1.4	-16.7	-0.9	15.8	-1.7	-0.1	18.6
CCOC(=O)c1sc(=S)n(-c2ccc(OC)cc2)c1C	0.3	-6.1	-7.4	-25.9	-0.6	8.2	7.9	1.7	4.7
COC(=O)c1cc(C(=O)c2ccccc2)n2c(=O)/c(=C\N(C)C)sc12	.	18.2	.	-21.3	1.9	.	.	2.5	.
CC(COS(N)(=O)=O)Cc1ccc(C(F)(F)F)cc1 (stereo not drawn)	-7.7	0.1	-7.3	-14.7	-6.2	-7.2	-1.9	1.8	20.4
CC(C)C(=O)c1cc2c(cc1NC(=O)c1ccccc1)OCCO2	4.2	-36.9	1.0	-0.1	-2.1	6.0	7.4	1.0	-2.7
O=C(CSc1nc2ccccc2c(=O)n1-c1ccccc1)N1CCC1	3.5	24.7	-3.4	-38.2	0.7	15.9	3.9	2.9	-0.4
O=C(NCC1CCCN(Cc2ccccc2F)C1)c1cccc(C(F)(F)F)c1 (stereo not drawn)	-1.5	-11.7	-5.5	7.5	0.0	21.1	-2.8	-0.4	-9.1
O=C(c1ccc(NC2=NC3CS(=O)(=O)CC3S2)cc1)N(CCO)Cc1ccccc1 (stereo not drawn)	-2.8	-13.1	-1.1	-20.8	0.1	-1.9	3.2	2.4	5.9
Cc1ccc([C@@]2(OC(=O)c3ccccc3)C(=O)N(C(=O)OC(C)(C)C)c3ccccc32)cc1	-2.2	.	0.6	-20.2	.	9.1	6.3	3.2	5.2
Cc1ccc(/C=N/NC(=O)c2ccoc2C)o1	-5.7	11.5	0.5	-0.6	0.3	16.7	1.9	1.9	4.8
O=C(c1ccco1)N1CCN(CC(O)Cn2c3ccccc3c3ccccc32)CC1 (stereo not drawn)	-7.3	-4.2	4.3	13.4	2.3	18.8	-1.5	21.2	8.6

Part of the list above, set out differently.
SMILES | M5 PAM | CRFR2-BP antag | M5 ag | TAAR1 antagonist | CRFBP-R2 agonist | M1 PAM parental | M4 PAM | TAAR1 ag | CHRM5 antagonist
CCOC(=O)c1sc(=S)n(-c2ccc(OC)cc2)c1C | 0.3 | -6.1 | -7.4 | -25.9 | -0.6 | 8.2 | 7.9 | 1.7 | 4.7
COC(=O)c1cc(C(=O)c2ccccc2)n2c(=O)/c(=C\N(C)C)sc12 | . | 18.2 | . | -21.3 | 1.9 | . | . | 2.5 | .
CC(COS(N)(=O)=O)Cc1ccc(C(F)(F)F)cc1 (stereo not drawn) | -7.7 | 0.1 | -7.3 | -14.7 | -6.2 | -7.2 | -1.9 | 1.8 | 20.4
CC(C)C(=O)c1cc2c(cc1NC(=O)c1ccccc1)OCCO2 | 4.2 | -36.9 | 1.0 | -0.1 | -2.1 | 6.0 | 7.4 | 1.0 | -2.7
O=C(CSc1nc2ccccc2c(=O)n1-c1ccccc1)N1CCC1 | 3.5 | 24.7 | -3.4 | -38.2 | 0.7 | 15.9 | 3.9 | 2.9 | -0.4
O=C(NCC1CCCN(Cc2ccccc2F)C1)c1cccc(C(F)(F)F)c1 (stereo not drawn) | -1.5 | -11.7 | -5.5 | 7.5 | 0.0 | 21.1 | -2.8 | -0.4 | -9.1
O=C(c1ccc(NC2=NC3CS(=O)(=O)CC3S2)cc1)N(CCO)Cc1ccccc1 (stereo not drawn) | -2.8 | -13.1 | -1.1 | -20.8 | 0.1 | -1.9 | 3.2 | 2.4 | 5.9
Cc1ccc([C@@]2(OC(=O)c3ccccc3)C(=O)N(C(=O)OC(C)(C)C)c3ccccc32)cc1 | -2.2 | . | 0.6 | -20.2 | . | 9.1 | 6.3 | 3.2 | 5.2
Cc1ccc(/C=N/NC(=O)c2ccoc2C)o1 | -5.7 | 11.5 | 0.5 | -0.6 | 0.3 | 16.7 | 1.9 | 1.9 | 4.8
O=C(c1ccco1)N1CCN(CC(O)Cn2c3ccccc3c3ccccc32)CC1 (stereo not drawn) | -7.3 | -4.2 | 4.3 | 13.4 | 2.3 | 18.8 | -1.5 | 21.2 | 8.6

Further compounds follow:
SMILES	M5 PAM	CRFR2-BP antag	M5 ag	TAAR1 antagonist	CRFBP-R2 agonist	M1 PAM parental	M4 PAM	TAAR1 ag	CHRM5 antagonist
O=C(Nc1ccc(S(=O)(=O)Nc2ncccn2)cc1)c1ccco1	-5.6	-2.6	0.0	10.0	0.6	16.5	8.9	5.3	17.6
O=C(COC(=O)C1COc2ccccc2O1)NC1CCS(=O)(=O)C1 (stereo not drawn)	-11.3	-7.3	-1.1	10.8	-0.3	14.0	2.0	2.1	9.1
CN(CC(=O)Nc1cccc(F)c1)CC(=O)Nc1ccc(Cl)cc1[N+](=O)[O-]	4.9	-9.0	-1.0	-17.4	-0.8	6.6	5.8	1.2	1.8
O=C(NCC1CCCO1)c1ccc(CS(=O)(=O)c2ccc(Cl)cc2)o1 (stereo not drawn)	-3.5	5.8	0.7	-16.8	-0.9	0.9	-3.3	5.3	-1.2
CCN1CCN(CCCN(Cc2ccco2)C(=S)Nc2ccccc2Cl)CC1	6.9	-2.3	-5.2	-3.1	0.9	2.2	-2.8	1.1	4.0
CN(C)C(CNC(=O)CSc1nc2sc3c(c2c(=O)n1C)CCCC3)c1ccccc1 (stereo not drawn)	-5.4	-15.5	-8.1	-4.5	1.2	0.0	-3.8	4.4	2.5
Cc1nc(SCC(=O)NCc2ccco2)c2oc3ccccc3c2n1	1.8	-10.4	-1.8	-2.9	0.1	20.4	0.4	0.4	-1.6
Cc1ccc(NS(=O)(=O)c2ccc(-c3ccc(=O)[nH]n3)o2)cc1	-1.3	7.8	-1.5	-20.3	-1.1	5.4	-0.1	2.9	3.5
CCCS(=O)(=O)N1CCC(C(=O)NCc2cccnc2)CC1	1.4	-2.8	1.6	-3.5	1.1	7.9	-2.6	9.1	1.8
CCOc1ccccc1NC(=O)CNS(=O)(=O)c1ccc2nc(C)sc2c1	1.1	11.1	1.0	-15.4	-1.3	16.9	-3.6	3.1	3.8
COCCN(CCOC)Cc1cc(=O)oc2cc(C)ccc12	7.7	.	4.6	4.9	.	10.3	-0.9	-0.8	-7.0
O=C(COc1ccc2c(-c3ccccc3)cc(=O)oc2c1)Nc1ccc(CCO)cc1	-9.9	6.1	6.8	35.1	0.5	-20.0	-8.7	7.8	-0.4
CNC(=O)c1[nH]cnc1C(=O)N[C@@H](CC(C)C)C(=O)OC(C)(C)C	-4.4	1.6	1.8	7.2	-1.6	3.2	3.0	4.8	9.1
Nc1nnc(Cc2ccc(Cl)c(Cl)c2)s1	0.3	6.8	0.3	-17.8	0.5	-5.5	6.7	5.5	-0.8
